Screens: PubChem, several laboratories
ABHD5 PLIN5 PPI: blocks binding of human ABHD5 to perilipin-5 | Q00G26+Q8WTS1 | Split G. princeps luciferase complementation, luminescence, 4 h | inhibition, % at 4 µM | hit rate 0.78% among 360,000 | AID 602281;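 active = inhibition above the mean inhibition across every tested compound plus 3 SD, cut at about 22% in these data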;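 note: 0% = DMSO only wells and the 100% control is not disclosed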
MC4R barr agon: activates human MC4R beta-arrestin recruitment. AID 540308. P32245. U2OS MC4R beta-arrestin complementation, luminescence; percent of melanotan II response, DMSO zero. activation, % at 8.9 µM. hit rate 0.98% among 360,000;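 active = activation above a per-plate cutoff, the mean activation of sample wells on that plate plus 3 SD, cut at about 8% in these data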
Target sequence (P32245 whole entry, looked up): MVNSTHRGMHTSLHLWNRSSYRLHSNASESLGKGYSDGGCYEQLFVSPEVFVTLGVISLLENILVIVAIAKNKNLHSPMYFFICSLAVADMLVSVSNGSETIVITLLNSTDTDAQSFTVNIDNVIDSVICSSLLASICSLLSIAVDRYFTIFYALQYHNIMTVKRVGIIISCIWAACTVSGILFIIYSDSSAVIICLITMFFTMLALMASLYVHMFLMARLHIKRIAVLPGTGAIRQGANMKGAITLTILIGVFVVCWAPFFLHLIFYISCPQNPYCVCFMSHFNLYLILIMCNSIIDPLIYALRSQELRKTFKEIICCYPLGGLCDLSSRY
TLR9-MyD88 block: TLR9-MyD88 interaction inhibition; CHO BLA complementation TLR9-MyD88, CCF4 FRET ratio; Q9NR96+Q99836; hit rate 0.21% among 340,000; inhibition, % at 4.98 µM; AID 504734;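 active = inhibition above the mean over all tested compounds plus 3 SD, cut at about 21% in these data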;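 note: 0% = DMSO only wells and 100% = clavulanate BLA inhibitor control wells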
aDG glyco act: alpha-DG glycosylation activation; hit rate 0.22% among 360,000; Pro5-aDG cells, alpha-DG glycosylation AlphaScreen (IIH6); 0% Pro5, 100% B10-LARGE cell signal; activation, % at 10 µM;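 active = activation of at least 8% versus controls, or a plate z-score of at least 8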;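 note: Pro5 are CHO cells carrying HIG-tagged alpha-DG that lacks glycosylation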
ABCB6 inh MLPCN: blocks the human ABCB6 transporter; Q9NP58; K562-ABCB6 porphyrin accumulation, flow cytometry, 1 h; hits give low values; fluorescence ratio to DMSO, % at 10 µM; hit rate 0.19% among 360,000; AID 602162;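 active = fluorescence ratio to DMSO below 75%, the collection mean minus 3 SD; inconclusive = too few cells collected in the well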;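 note: signal is porphyrin accumulated inside mitochondria; 100% equals median channel fluorescence of DMSO control wells; lower ratio means ABCB6 inhibition with less porphyrin fluorescence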
NOD2 RIPK2 PPI: NOD2-RIPK2 protein interaction inhibition | hit rate 0.38% among 360,000 | O43353 | inhibition, % at 4.98 µM | CHO BLA complementation NOD2-RIPK2, CCF4 ratio; in the data active = inhibition above about 21%;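 note: 0% = vehicle only and 100% = reference blocker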
Target sequence (O43353 whole entry, looked up): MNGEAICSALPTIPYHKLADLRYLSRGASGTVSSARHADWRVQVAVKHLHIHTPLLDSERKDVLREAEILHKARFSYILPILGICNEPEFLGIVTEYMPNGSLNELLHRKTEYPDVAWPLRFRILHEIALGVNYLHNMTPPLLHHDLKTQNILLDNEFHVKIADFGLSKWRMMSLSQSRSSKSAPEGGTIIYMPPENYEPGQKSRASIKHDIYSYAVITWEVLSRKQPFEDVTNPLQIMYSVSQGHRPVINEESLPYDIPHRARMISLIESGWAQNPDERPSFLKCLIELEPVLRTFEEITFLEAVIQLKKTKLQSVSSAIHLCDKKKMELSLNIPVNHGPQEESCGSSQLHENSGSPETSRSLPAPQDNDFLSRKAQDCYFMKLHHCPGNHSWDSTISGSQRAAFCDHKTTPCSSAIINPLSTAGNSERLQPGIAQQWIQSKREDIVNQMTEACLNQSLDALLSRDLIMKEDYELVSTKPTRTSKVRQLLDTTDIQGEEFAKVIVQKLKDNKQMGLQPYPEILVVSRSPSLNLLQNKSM
Vif inh: HIV Vif inhibition; HEK293T cells, Vif self-association by quenched fluorescence, imaging, 24 h; hit rate 0.35% among 340,000; inhibition, % at 7.49 µM; in the data active = inhibition above about 50%, passing the limit was not always enough; inconclusive = no clear call, values can overlap the other calls; inactive = below about 31%; note: some results filed as inactive read as strong as hits
MC4R antagonist: antagonists of human melanocortin 4 receptor (MC4R); P32245; MC4R-expressing cells, MTII-stimulated cAMP, LANCE TR-FRET; inhibition, % at 6.5 µM; hit rate 0.48% among 360,000;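 active = inhibition above its plate's cutoff, the mean of tested wells on that plate plus 3 SD, cut at about 29% in these data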;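 note: 0% = Melanotan II alone and 100% = Melanotan II plus saturating MCL0020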
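System: U2OS cells stably expressing human melanocortin 4 receptor (MC4R). Reagent: Melanotan II challenge after compound preincubation. Doses: 6.5 µM. Times: 30-min compound, 1-h challenge, 1-h detection, room temperature. Measured by: TR-FRET with Eu-cAMP and labeled anti-cAMP, 671 nm. Replicates: singlicate.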
Exocytosis inh: lytic granule exocytosis inhibition; hit rate 0.66% among 360,000; TALL-104 LAMP-1 surface exposure, flow cytometry; cells stimulated with thapsigargin and PMA; inhibition, % at 10 µM; AID 651702;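 active = inhibition above about 55%, limit read from the data; inconclusive = no clear call, values can overlap the other calls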
Glyco luc inh: N-linked glycosylation inhibition; hit rate 0.23% among 360,000; D54 ERlucT glycosylation luciferase reporter, 24 h; percent of 100 nM tunicamycin response; AID 588692; reporter increase, % at 12.5 µM;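 active = mean luciferase reporter signal, scaled so untreated is 0 and the glycosylation-blocking control 100, at or above a set limit in every replicate; inconclusive = mean reaches the limit but not every replicate does; inactive = mean below the limit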;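 note: luciferase carries N-glycosylation sites so blocking glycosylation raises the light; 0% = median of neutral control wells and 100% = median of 100 nM tunicamycin wells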
* marks the source's active call; other numbers are inactive results; ? = inconclusive; nt = no result given. The list is partial (hit frequency here may not be typical).

SMILES	ABHD5 PLIN5 PPI	MC4R barr agon	TLR9-MyD88 block	aDG glyco act	ABCB6 inh MLPCN	NOD2 RIPK2 PPI	Vif inh	MC4R antagonist	Exocytosis inh	Glyco luc inh
O=C(COC(=O)c1cccnc1Cl)Nc1ccc(N2CCOCC2)cc1	-6	-1.7	-17	-0.1	101	-5	-8	8	-6	1
Cc1cccc(OCCn2c(S(=O)(=O)O)nc3ccccc32)c1	-2	-0.2	-3	0.0	91	1	-13	2	-2	0
N#C/C(=C\c1ccccc1)C(=O)N1CCN(c2ccccc2F)CC1	38*	-1.2	-1	0.0	96	0	5	7	-15	6
COc1ccccc1CNC(=O)C(Cc1ccccc1)NC(=O)c1ccccc1 (configuration not stated)	-7	-0.6	-12	0.2	98	-7	1	-3	0	0
COn1c2c(c3c4no[n+]([O-])c4ccc31)CCCC2	0	0.4	9	-0.3	99	7	4	0	-1	-3
CSc1nnc(-c2cccs2)n1C	1	-0.1	-8	0.0	97	-5	-12	1	-2	3
Cc1cc(Oc2ccc(=O)n(C)n2)nc(Oc2ccc(=O)n(C)n2)n1	5	1.3	-7	0.1	112	-6	12	5	3	0
COc1cccc(/C=C/C(=O)OCC(=O)NCC2CCCCC2)c1OC	9	-1.0	-5	-0.2	96	-7	45	1	-3	-2
COc1ccc(/C=C\C(=O)NCc2ccc3[nH]c(C)cc3c2)cc1OC	4	-0.9	-6	-0.2	97	3	11	1	-2	3
CC(=O)Nc1ccc(CN(C)c2c(C)nc3ccc(C(=O)NCCc4ccccn4)cn23)cc1	2	0.7	nt	-0.1	94	-5	?	-2	-2	2
COCCN1C(=O)C(=O)/C(=C(/O)c2ccc(S(=O)(=O)N3CCCCC3)cc2)C1c1ccc(OC)cc1 (configuration not stated)	-7	1.3	-12	-0.2	94	-8	-9	4	-1	1
COCCNC(=S)N1CCC2CC1c1cc(-c3ccc4c(c3)OCO4)ccc12 (configuration not stated)	-8	nt	nt	-0.2	97	2	-9	nt	-3	-2

Complete entries, looked up by structure. Order of screens: ABHD5 PLIN5 PPI | MC4R barr agon | TLR9-MyD88 block | aDG glyco act | ABCB6 inh MLPCN | NOD2 RIPK2 PPI | Vif inh | MC4R antagonist | Exocytosis inh | Glyco luc inh
COCCNC(=S)N1CCC2CC1c1cc(-c3ccc4c(c3)OCO4)ccc12 (configuration not stated) is listed with -8 | nt | nt | -0.2 | 97 | 2 | -9 | nt | -3 | -2
COCCN1C(=O)C(=O)/C(=C(/O)c2ccc(S(=O)(=O)N3CCCCC3)cc2)C1c1ccc(OC)cc1 (configuration not stated) is listed with -7 | 1.3 | -12 | -0.2 | 94 | -8 | -9 | 4 | -1 | 1
COc1cccc(/C=C/C(=O)OCC(=O)NCC2CCCCC2)c1OC is listed with 9 | -1.0 | -5 | -0.2 | 96 | -7 | 45 | 1 | -3 | -2
N#C/C(=C\c1ccccc1)C(=O)N1CCN(c2ccccc2F)CC1 is listed with 38* | -1.2 | -1 | 0.0 | 96 | 0 | 5 | 7 | -15 | 6

(continued)
SMILES	ABHD5 PLIN5 PPI	MC4R barr agon	TLR9-MyD88 block	aDG glyco act	ABCB6 inh MLPCN	NOD2 RIPK2 PPI	Vif inh	MC4R antagonist	Exocytosis inh	Glyco luc inh
O=C(CSc1ccc(Cl)cc1)NC1=NN(c2ccccc2)C(=O)C1	-2	-1.3	-1	-0.3	94	0	-5	-2	2	0
CC(=O)N1CCN(CC(C)(C)NS(=O)(=O)c2ccc(C)cc2)CC1	0	2.0	3	-0.3	96	14	0	-2	16	2
CCCCn1cc(C(=O)c2cc(Br)ccc2O)cc(C#N)c1=O	5	-1.1	-2	0.1	94	-6	-16	7	0	-3
CCCOc1cccc(C(=O)NCCNC(=O)c2ccc(C)nc2)c1	9	0.7	9	0.0	99	-6	-3	-1	-3	-1
CC1CCN(C(=O)c2[nH]cnc2C(=O)NCc2ccccc2)CC1	5	-0.6	0	-0.2	95	-3	1	10	11	2
CCC(C)c1ccccc1NC(=O)Cc1coc2cc3c(cc12)CCC3 (configuration not stated)	-7	2.0	-2	0.5	93	4	5	16	0	-4
Nc1ncc2c(n1)CC(c1ccco1)CC2=O (configuration not stated)	13	0.6	8	0.2	98	1	-14	-6	-1	2
COC(=O)C1CCN(C(=O)CSc2nc3ccc(OC)cc3[nH]2)CC1	3	-1.4	-22	0.0	99	-4	1	16	-6	1
COc1ccc(OC)c(NC(=O)c2ccno2)c1	-6	-2.2	-9	0.3	101	-3	-4	-4	0	0
CCOC(=O)c1ccc(NC(=O)C2CCN(C(=O)c3ccc(OC)c(OC)c3)CC2)cc1	-1	3.5	0	0.0	87	-3	nt	-4	-1	-3
COC(=O)c1sccc1NC(=O)Nc1ccc(Cl)c(Cl)c1	2	13*	8	0.3	92	4	-7	-1	-6	-2
Cc1cn(C2CC(OC(=O)C(C)C)C(CO)O2)c(=O)[nH]c1=O (configuration not stated)	4	-0.2	-7	0.0	102	6	-2	1	7	0
COc1cc(OC)c(NC(=O)CCc2nc(-c3cccs3)no2)cc1Cl	3	0.9	2	0.3	90	0	-8	12	1	0
FC(F)(F)c1ccc(CSc2nccn2-c2ccccc2)cc1	-1	2.5	-10	-0.2	94	-5	-4	7	-1	0
CC1CCN(C(=O)c2ccc(S(=O)(=O)N3CCOCC3)cc2)CC1	-4	0.6	-5	-0.1	99	-3	3	0	-1	3
COc1cccc(C(=O)COc2ccc3c(C)cc(=O)oc3c2)c1	5	-0.3	5	0.0	98	-2	-3	2	2	38*
O=C(CCNS(=O)(=O)c1ccc(Br)cc1)NCC(c1cccs1)N1CCOCC1 (configuration not stated)	-10	-0.4	-18	0.1	95	-9	-5	-2	-8	0
COc1ccccc1CNC(=O)C(CCSC)NC(=O)C1CCC(C)CC1 (configuration not stated)	2	-1.8	-1	0.3	99	-1	1	5	6	0
CC1=NN(c2ccc(Cl)c(C(=O)O)c2)C(=O)/C1=C/c1ccc(-c2ccccc2[N+](=O)[O-])o1	8	-0.7	1	-0.1	205	0	1	7	-12	2
COc1ccc(NC(C)C(=O)N2CCN(Cc3ccccc3)CC2)cc1 (configuration not stated)	1	-1.3	-1	0.1	100	-3	18	1	3	1
O=C(COC(=O)COc1ccccc1)Nc1ccc2c(c1)OCCO2	3	0.0	1	-0.1	97	-18	17	10	-1	1
COc1ccc(S(=O)(=O)N2CCC(Cc3ccccc3)CC2)cc1C(N)=O	2	-0.4	-8	0.2	95	-1	9	26	19	-3
Cc1cc(NS(=O)(=O)c2ccc(NC(=O)Cc3ccc(Cl)c(Cl)c3)cc2)no1	-6	-1.8	-3	0.0	94	5	0	15	1	0
CCOC(=O)CN(C(=O)CNC(=O)c1cccs1)C(C(=O)NC1CCCCC1)c1cccs1 (configuration not stated)	0	0.9	6	0.1	92	9	-6	16	0	-2
O=C(OCC(F)(F)F)c1cccc(COc2ccc3ccccc3c2)c1	-4	-1.3	-2	0.0	99	-1	nt	3	-3	-9
CC1CCCC(C)N1C(=O)COC(=O)c1ccc([N+](=O)[O-])o1 (configuration not stated)	-5	-0.8	0	0.2	93	2	11	7	-1	0
Cc1ccc(NC(=O)CN2C(=O)CNC2=O)cc1	2	-0.1	0	0.1	92	0	-14	-2	0	1
CC(=O)Nc1ccc(NC(=O)Nc2cc(C)cc(C)c2)cc1	1	-1.4	nt	0.1	97	-10	-2	4	-10	-2
COc1cccc(Nc2ccc([N+](=O)[O-])c3nonc23)c1	-1	-3.2	-9	-0.1	104	5	0	3	-4	1
Cc1cc(N2CCOCC2)n2nc(-c3cccc(F)c3)cc2n1	-6	-0.9	-3	0.0	105	-8	nt	-5	1	1
COc1ccc(S(=O)(=O)N(CCCN2CCCC2=O)Cc2cc3c(C)cc(C)cc3[nH]c2=O)cc1	4	0.2	-5	-0.1	99	-14	4	3	5	-1
Cc1sc2ncnc(SCC(=O)N3CCCC3=O)c2c1C	-1	-1.2	14	-0.2	94	1	-15	2	-5	3
CC(=O)c1c(C)nc(-c2ccc(Cl)cc2)nc1N=CN(C)C	7	0.1	3	0.0	100	-3	5	5	-1	2
C(=Nc1ccc(Nc2ccccc2)cc1)c1ccc2ccccc2c1	-2	-2.0	-3	-0.6	95	-3	3	-4	3	-2
NC(=O)/C=C\C(=O)Nc1cccc(C(F)(F)F)c1	13	1.7	-7	0.3	91	-3	-3	-5	-3	?
COc1cccc(NC(=O)c2ccnc(N3CCC(C(=O)NCc4ccccc4OC)CC3)c2)c1	-6	-2.6	6	0.4	95	-8	-2	3	1	2
CNc1ccccc1-n1ccc(-c2ccccc2)n1	-9	-1.8	-2	0.0	84	-2	nt	6	-1	3
CCSc1nsc(NC(=O)Nc2cccc(F)c2)n1	-16	1.7	-18	0.1	92	3	-24	-2	23	-16
Cc1ccc(NC2CCCN(C(=O)c3snnc3C)C2)cc1C (configuration not stated)	0	-0.8	-9	-0.5	97	0	21	24	-4	-1
CCn1c(=O)cc(SCC(=O)Nc2ccc(OC)c(OC)c2)c2ccccc21	2	1.2	-19	0.2	97	-16	-32	0	12	0
CC1CC(C)CN(CC(=O)N2CCc3[nH]c4ccccc4c3C2)C1 (configuration not stated)	1	-1.5	7	-0.2	89	-11	-10	-5	-1	-1
O=C1CCN(Cc2cccnc2)CCN1[C@H](CO)Cc1ccccc1	-10	-2.7	0	0.1	91	-4	-3	5	19	4
Cc1cc(N2CCN(c3ccc([N+](=O)[O-])c4cccnc34)CC2)c2ccccc2n1	6	5.4	-8	-0.6	110	12	7	10	45	105*
C[C@H]1CN([C@@H](C)CO)S(=O)(=O)c2ccc(C#CC(C)(C)O)cc2O[C@H]1CN(C)Cc1ccccc1	-10	-0.8	-13	0.1	98	-9	nt	4	7	-4
COc1ccc(OC)c(S(=O)(=O)N(C)CC(=O)Nc2cc(Cl)ccc2OC)c1	5	-0.3	13	0.1	98	2	5	18	-1	0
COC(=O)c1c(C)nc(C)c(C(=O)OC)c1-c1ccsc1	3	-0.5	nt	-0.2	96	-8	15	7	1	1
C=CCn1c(SCC(=O)c2cccs2)nc2sc(C)c(C)c2c1=O	1	7.2	-2	0.3	88	-7	-4	0	0	-4
Cc1cccc(N2CCN(C(=O)CCNS(=O)(=O)c3cccs3)CC2C)c1 (configuration not stated)	1	1.7	-3	0.1	100	2	-11	17	2	-1
CCOC(=O)C1(Cc2cccc(OC)c2)CCCN(Cc2nccn2CC)C1 (configuration not stated)	6	0.4	7	0.5	100	-2	-13	11	38	-1
Cc1cccc(NC(=S)NC(=O)CCc2ccccc2)c1C	-9	0.9	-3	0.0	93	2	-5	-3	-2	-2
Cc1cc(C)c(NC(=O)CS(=O)CC(=O)N2CCN(c3cccc(C)c3C)CC2)c(C)c1 (configuration not stated)	-5	1.7	-9	0.0	97	5	-1	7	3	3
CN(c1ccccc1)P(=O)(N(C)c1ccccc1)N(C)c1ccccc1	6	-0.6	3	0.0	97	10	13	5	5	0
C=CCc1c(C)nn(CC(=O)O)c1-c1ccccc1	0	-0.3	-4	0.0	99	-1	3	5	-1	1
